Assay outcomes as filed in PubChem BioAssay.
Lipid storage S3: qHTS Assay for Lipid Storage Modulators in Drosophila S3 Cells; Drosophila S3 cells, BODIPY lipid droplet fluorescence, 18-24 h; cells fed with added oleic acid; Potency in µM for hits, for the others lipid storage change, negative = inhibition, % at the top dose, mostly 46.1 µM; actives 0.64% (n = 320,000); active = well fitted inhibition curve with a large enough effect in the signal ratio, with a control signal flat, not every such curve was filed as active; inconclusive = small, poorly fitted or top-dose-only effect, or effect the other way, or a change in a side signal; the % refers to the signal ratio
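Drosophila S3 cells got compounds at several concentrations plus oleic acid (400 uM solution). Laser-scanning cytometry with 488 nm excitation read lipid droplets at 500-530 nm and cells at 575-640 nm. Percent activity was relative to 20 uM Triacsin C.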
Lipid storage S3 cell count max: recorded beside Lipid storage S3, whose call it bears; cell number change, %; measured here: cell count max response;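 cells counted by Cell Tracker Red CMTPX staining in the red channel; peak over a dose series mostly up to 46.1 µM; percent activity relative to internal control wells on each plate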
Starred values were filed as active, the others as inactive; i = inactive; ? = inconclusive; . = no result given; [ ] = another dose, or the depositor's remark. % is set by controls: 0 for no effect and ±100 for the full control effect; potency is the fitted concentration of half-maximal effect.

Lipid storage S3 | Lipid storage S3 cell count max | molecule
? | . | CCC1(CC)Cc2ccccc2-c2nc(NCCO)[nH]c(=O)c21
-30% | 6 | COC(=O)C1=C(C)NC(=O)CC1c1ccc(F)c(Br)c1 (stereo not given)
? | . | c1coc(CNc2c3c(nc4ccccc24)CCC3)c1
2% | -3 | C=CCOc1ccc(/C=C/C(=O)OCC(=O)NCC2CCCCC2)cc1
i | . | CCCN(CC(=O)Nc1ccccc1C)C(=O)c1ccc(=O)n(Cc2ccccc2)n1
? | . | Cc1ccc(C)c(Cn2nnc3c(=O)[nH]c(C4CCCN(C(=O)C5CCCCC5)C4)nc32)c1 (stereo not given)
? | . | Cc1ccccc1NC(=O)CSc1nnc(Cc2ccccc2)c(=O)n1N
18% | -10 | Cc1ccc(S(=O)(=O)N2CCCCC2)cc1NC(=O)Cn1c(=O)cnc2ccccc21
? | . | COc1cccc(C(=O)Nc2ccccc2-c2ccccc2)c1
? | . | COC(=O)CC1C(=O)NCCN1C(=O)c1ccc(Cl)cc1 (stereo not given)
i | . | COc1ccccc1OCC(=O)NCC1CCCN(C(=O)c2ccccc2SC)C1 (stereo not given)
-13% | 9 | CC(C)(C)C(=O)Nc1cccc(-c2cc(-c3c(Cl)cccc3Cl)no2)c1
15% | 9 | O=C(OCC(=O)N1CCc2ccccc21)c1ccccc1
i | -1 | C=CCOc1ccc(C2/C(=C(\O)c3ccc4c(c3)CC(C)O4)C(=O)C(=O)N2CCN2CCOCC2)cc1OCC (stereo not given)
? | . | CN(C)c1cccc(C(=O)n2cc(C(=O)c3cc(F)ccc3O)cn2)c1
i | . | CCOC(=O)c1sc(C)c2c(=O)n(CCc3ccccc3)nnc12
? | . | O=C(Nc1ccc2nc(-c3ccccc3)[nH]c2c1)c1cccs1
i | -20 | COc1cccc(NC(=O)CN(C)C(=O)c2cc(-c3ccc(F)cc3)nc3ccccc23)c1
? | . | O=C(Cc1ccc([N+](=O)[O-])cc1)Nc1cccnc1
? | . | CN(C(=O)c1nn(C)c2c1CS(=O)(=O)c1ccccc1-2)c1cccc(Cl)c1
? | . | O=C(NCc1n[nH]c(=S)n1-c1cccc(C(F)(F)F)c1)c1ccc(S(=O)(=O)N2CCCCC2)cc1
? | . | CCOc1ccccc1Nc1nc2ccc(C)cc2n2cnnc12
? | . | O=C(OCc1c(F)cccc1Cl)c1cc([N+](=O)[O-])ccc1N1CCOCC1
? | . | CCOc1ccc(NC(=O)COC(=O)C23CC4CC(CC(C4)C2)C3)c([N+](=O)[O-])c1
? | . | CCN(CC)C(=S)SCC(=O)Nc1ccc(F)cc1

Profiles from above:
COC(=O)CC1C(=O)NCCN1C(=O)c1ccc(Cl)cc1 (stereo not given) is entered as Lipid storage S3 = ?; Lipid storage S3 cell count max = .
Cc1ccc(C)c(Cn2nnc3c(=O)[nH]c(C4CCCN(C(=O)C5CCCCC5)C4)nc32)c1 (stereo not given) is entered as Lipid storage S3 = ?; Lipid storage S3 cell count max = .

(cont.)
Lipid storage S3 | Lipid storage S3 cell count max | molecule
10% | -1 | CCOc1ccc2nc(C)cc(Nc3ccc(N4CCOCC4)cc3)c2c1
-8% | -3 | CCOC(=O)CNC(c1ccccc1)c1cc(Br)ccc1NC(=O)OCC (stereo not given)
-3% | 25 | N#CC(C(=O)c1ccccc1)=C1SCCS1
? | . | CCCn1nc(C(=O)N(C)CC(=O)Nc2ccc(OCC)c(OCC)c2)c2ccccc2c1=O
? | . | O=C1CCN(C(=O)Nc2cccc(Cl)c2)N1
? | . | Cc1cc(OC(=O)c2ccccc2F)c([N+](=O)[O-])c(=O)[nH]1
i | 16 | Cc1ccc(NC(=O)c2ccc(N3C(=O)C4CC=C(Cl)CC4C3=O)cc2)cc1 (stereo not given)
? | . | COc1ccc(N(C)C(=O)c2cc3c(s2)-c2c(C)cccc2OC3)c(OC)c1
? | . | Cc1nnc(SCCc2ccccc2)[nH]c1=O
17% | 3 | c1ccc(-n2c(-c3ccncc3)nnc2-c2cccs2)cc1
-28% | 23 | O=C(CNC(=O)c1[nH]cnc1C(=O)NC(c1ccccc1)c1ccccc1)OCc1ccccc1
-18% | -1 | CCCCC(=O)Nc1ccc(C(=O)NNC(=O)CCc2ccccc2)cc1
8% | 2 | Cc1ccccc1CC1(CO)CCCN(C(=O)c2cc(-c3ccccc3)no2)C1 (stereo not given)
? | . | CCOC(=O)c1oc2ccccc2c1NC(=O)c1ccc(S(=O)(=O)N(C)C)cc1
1% | -20 | COC(=O)CSc1nc(-c2ccccc2)nc2ccc(F)cc12
23% | . | COc1ccc(/C=C/C(=O)NC2CCS(=O)(=O)C2)cc1 (stereo not given)
? | . | O=C(NCc1ccco1)c1cc(S(=O)(=O)N2CCOCC2)ccc1Br
? | . | COc1ccc(CCNC(=O)CSc2nnc(-c3ccc(F)cc3)c3ccccc23)cc1OC
? | . | O=C(O)c1cccc(Cl)n1
? | . | COc1cccc(CNC(=O)COC(=O)c2c(C)nn(-c3ccccc3)c2Cl)c1
? | . | CC1CCN(C(c2ccccc2)c2nnnn2C(C)(C)C)CC1 (stereo not given)
i | 7 | Cc1ccc(C2CC(c3cccc(Cl)c3)n3nc(N)nc3N2)cc1 (stereo not given)
? | . | Cc1[nH]c2ccc(-c3n[nH]c(=S)n3-c3ccc(Br)cc3)cc2c1C
11% | 7 | CC(C)(C)OC(=O)N[C@@H](Cc1ccccc1)C(=O)NCC1CCC(C(=O)N[C@@H](CC(=O)O)C(=O)O)CC1 (stereo not given in full)
? | . | COCc1ccc(-c2c(-c3ccccc3OC)sc3cc4c(cc23)OCO4)cc1

Looked up one by one from above, seven records:
Lipid storage S3 | Lipid storage S3 cell count max | molecule
1% | -20 | COC(=O)CSc1nc(-c2ccccc2)nc2ccc(F)cc12
i | 16 | Cc1ccc(NC(=O)c2ccc(N3C(=O)C4CC=C(Cl)CC4C3=O)cc2)cc1 (stereo not given)
? | . | CCOC(=O)c1oc2ccccc2c1NC(=O)c1ccc(S(=O)(=O)N(C)C)cc1
? | . | Cc1cc(OC(=O)c2ccccc2F)c([N+](=O)[O-])c(=O)[nH]1
? | . | COCc1ccc(-c2c(-c3ccccc3OC)sc3cc4c(cc23)OCO4)cc1
10% | -1 | CCOc1ccc2nc(C)cc(Nc3ccc(N4CCOCC4)cc3)c2c1
-3% | 25 | N#CC(C(=O)c1ccccc1)=C1SCCS1

4 entries from above in a different format:
COC(=O)CSc1nc(-c2ccccc2)nc2ccc(F)cc12
  Lipid storage S3 = 1% | Lipid storage S3 cell count max = -20

COc1ccc(/C=C/C(=O)NC2CCS(=O)(=O)C2)cc1 (stereo not given)
  Lipid storage S3 = 23% | Lipid storage S3 cell count max = .

O=C(NCc1ccco1)c1cc(S(=O)(=O)N2CCOCC2)ccc1Br
  Lipid storage S3 = ? | Lipid storage S3 cell count max = .

COc1ccc(CCNC(=O)CSc2nnc(-c3ccc(F)cc3)c3ccccc23)cc1OC
  Lipid storage S3 = ? | Lipid storage S3 cell count max = .

An excerpt from above in order of count of non-hydrogen atoms, ascending:
Lipid storage S3 | Lipid storage S3 cell count max | molecule
i | 7 | Cc1ccc(C2CC(c3cccc(Cl)c3)n3nc(N)nc3N2)cc1 (stereo not given)
? | . | COc1ccc(CCNC(=O)CSc2nnc(-c3ccc(F)cc3)c3ccccc23)cc1OC
-28% | 23 | O=C(CNC(=O)c1[nH]cnc1C(=O)NC(c1ccccc1)c1ccccc1)OCc1ccccc1

Next section
Lipid storage S3 | Lipid storage S3 cell count max | molecule
16% | 5 | CN(Cc1nc(Cc2ccccc2F)no1)[C@@H]1CS(=O)(=O)C[C@H]1O
-1% | 6 | O=C(Cc1ccccc1)NNC1CC(=O)N(c2ccc(Oc3ccccc3)cc2)C1=O (stereo not given)
7% | -12 | COc1ccccc1NC(CC(=O)c1ccccc1)C(=O)OCC(=O)c1ccc(C)cc1 (stereo not given)
? | . | O=C1C2CCCN2C(c2ccc(F)cc2)N1c1ccc(Cl)cc1 (stereo not given)
? | . | Cc1cc(NC(=O)c2cccc3c2C(=O)N(C2CCCCC2)C3)ccc1Br
i | . | O=C(Nc1ccc2nsnc2c1)N1CCCCC1
i | 0 | CC1CN(C(=O)Cn2cc(S(=O)(=O)CC(=O)N(C)c3ccccc3)c3ccccc32)CC(C)O1 (stereo not given)
? | . | CC[C@@H](C)[C@H](CN[C@H](CNC)C(C)C)NC[C@@H](C)c1ccc(CC(C)C)cc1
-9% | -2 | Cc1ccc(NC(=O)Cn2cc(S(=O)(=O)c3ccccc3)c(=O)c3cc(F)ccc32)cc1
? | . | Cc1cccc(NC(=O)c2ccc(F)c(S(=O)(=O)N3CCC4(CC3)OCCO4)c2)c1
-1% | 2 | O=c1oc2cc(O)ccc2c2oc3cc(O)ccc3c12
-11% | -10 | O=[N+]([O-])c1ccc(N2CCC(=NOCc3ccc(Cl)cc3)CC2)cc1
? | . | CCOc1ccc(Cn2nnc(C(=O)Nc3cc(C)cc(C)c3)c2N)cc1
? | . | COc1cc2nc(=S)n3[nH]c(COc4ccccc4C)nc3c2cc1OC
? | . | CCOC(=O)CCc1c(C)nc2cc(-c3ccccc3OC)[nH]n2c1=O
? | . | O=C1Nc2ccccc2/C1=C/c1ccnc2ccccc12
-2% | -1 | O=C(CCl)N=c1sccn1Cc1ccccc1Cl
-1% | 17 | CCCOc1ccc(Cc2c(O)nc(N)[nH]c2=O)cc1C
? | . | OCCCc1nc2ccccc2n1CCOc1ccccc1
? | . | COc1cccc(C(=O)OCCN2C(=O)c3ccccc3C2=O)c1OC
? | . | Cc1cccc(C(=O)Nc2ccnc(-c3cccnc3)n2)c1
? | . | O=C(OCC(=O)c1c[nH]c2ccccc12)c1cc2ccccc2cc1O
? | . | COC(=O)c1c(NC(C)=O)sc2c1CCCC2
? | . | CC(C)Cn1c(SCC(=O)Nc2ccc3[nH]c(=O)[nH]c3c2)nc2ccccc2c1=O
? | . | Cc1c(C(=O)NNC(=O)c2csc(N3CCOCC3)n2)oc2ccccc12

(cont.)
Lipid storage S3 | Lipid storage S3 cell count max | molecule
13% | . | Nn1c(COc2ccccc2F)nnc1SCC(=O)NC1CCS(=O)(=O)C1 (stereo not given)
? | . | Cc1ccc(OCC(=O)NNC(=O)Cn2c(=O)cnc3ccccc32)cc1
-25% | -6 | CCC(C)NCCCOc1ccc([N+](=O)[O-])cc1 (stereo not given)
5% | -1 | COc1ccc(N2CCN(CC(=O)Nc3nnc(-c4ccccc4)s3)CC2)cc1
-11% | 5 | COc1ccc(S(=O)(=O)NCC2CCCN(Cc3cn(C)nc3C)C2)cc1 (stereo not given)
? | . | Cc1cc(S(=O)(=O)NCC(C)C)ccc1OCC(=O)NC1CC1
? | . | O=C(c1cccs1)N1CCN(C2CCCCC2)CC1
6% | 14 | CCOC(=O)c1ccc(-n2c(CCC(=O)O)ccc2-c2cccs2)cc1
? | . | Cc1ccc(C(=O)CSc2ncnc3ccccc23)o1
? | . | COCC(=O)N/N=C\c1ccc(OC/C=C/c2ccccc2)c(OC)c1
9% | . | Cc1cccc(C)c1NC(=O)C1(N2CCN(C(=O)c3ccco3)CC2)CCCCC1
7% | 1 | CCc1nn(-c2cc(Oc3cccc4ccccc34)nc(-c3ccccc3)n2)c(N)c1C#N
-8% | -7 | Cc1c(NC(=O)/C(C#N)=C/c2c(N3CCCCC3)nc3ccccn3c2=O)c(=O)n(-c2ccccc2)n1C
8% | -2 | CCOP(=O)(O)c1ccccc1OCCOCCOc1ccccc1P(=O)(O)OCC
i | . | CCOC(=O)c1c(NC(=O)CC2Nc3cc(C)c(C)cc3NC2=O)sc(C)c1C (stereo not given)
19% | 6 | Cc1ccc(C)c(N2N=C(C(=O)Nc3ccccc3N3CCOCC3)CCC2=O)c1
-6% | 8 | CC(=O)Nc1sc(NC(=O)c2ccc([N+](=O)[O-])cc2)nc1-c1cccs1
2%[0.0737 µM] | 18 | O=C(CCC(=O)c1cccs1)NCCc1ccc(F)cc1
? | . | COc1ccc(N(CC(=O)NC2CC2)S(=O)(=O)c2ccccc2)cc1
? | . | CCn1c(CCCNC(=O)c2ccco2)nc2ccccc21
? | . | COc1cc(Nc2ccc(S(N)(=O)=O)cc2)c([N+](=O)[O-])nc1[N+](=O)[O-]
? | . | O=C(CCc1ccccc1)NC1(Cc2ccccc2)CCN(CCc2cccs2)C1=O (stereo not given)
? | . | CCN1CCN(CCCN(Cc2ccco2)C(=S)Nc2ccc(Cl)cc2)CC1
? | . | OCCNc1nc(-c2ccccc2)nc2ccccc12
5% | 0 | CCOC(=O)C1CCN(C(=O)CCn2c(=O)[nH]c3ccccc3c2=O)CC1

Other compounds follow.
Lipid storage S3 | Lipid storage S3 cell count max | molecule
? | . | CCCCCC(=O)Nc1nc(C)c(-c2csc(Nc3cc(OC)ccc3OC)n2)s1
14% | 8 | O=C(CSc1nnc(-c2ccc(F)cc2)n1-c1ccccc1)NCCN1C(=O)CSC1=O
? | . | Clc1ccc2c(N3CCCC3)ccnc2c1
6% | 3 | CCn1nc(C)c(CN2CCCC(C(=O)c3cccc(OC(C)C)c3)C2)c1C (stereo not given)
i | 6 | CN(C)C(=O)c1ccc(NS(=O)(=O)c2ccc3c(c2)OCCO3)cc1
i | 4 | Cc1ccc(CCn2c3c(c4ccccc42)CN(C)CC3)cn1
? | . | Cc1cc(OCC(=O)Nc2nccs2)c2c(C)cc(=O)oc2c1
? | . | O=C1N/C(=N\N=C\c2ccco2)SC1Cc1ccc(F)cc1 (stereo not given)
? | . | O=C(Nc1nccs1)c1cc(-c2ccccc2)nn1-c1ccccc1
? | . | Cc1ccc(-n2nc3ccc(N)cc3n2)cc1
-19% | -11 | O=C(CN1C(=O)CCC1=O)Nc1nc(-c2nc3ccccc3s2)cs1

An excerpt. The share of hits here may be higher or lower than overall.
